# CDK5 p35 inh – CDK5/p35 (human) kinase inhibition; Q00535+Q15078; Recombinant CDK5/p35, ADP-Glo luminescence, 60 min; inhibition, % at 10 µM; actives 0.01% (n = 330,000); AID 488839;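 active = highest replicate inhibition of at least 50% and at least 75% of replicates reaching 50%; inconclusive = only one of the two criteria met; inactive = both criteria failed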;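 note: plate controls were DMSO neutral control for no effect and GW8510 at 10 µM for full effect; many of its hits are not listed in these tables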
# SR-BI HDL uptake – inhibitors of mouse SR-BI mediated HDL lipid uptake | Q61009 | ldlA[mSR-BI] CHO cells, DiI-HDL uptake fluorescence, 3 h | inhibition, % at 12.5 µM | actives 0.96% (n = 320,000);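 active = mean replicate inhibition of at least 70% and a set share of replicates each scoring 70 or more; inconclusive = meets just one of the two criteria; inactive = fails both criteria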;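 note: 0% = median of neutral control wells and 100% = median of positive control wells; values of inactives mirror those of a sister screen read the other way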
# Rtt109 HAT inh – blocks Candida albicans Rtt109/Vps75 acetyltransferase activity; actives 0.16% (n = 330,000); inhibition, % at 34.9 µM; purified Rtt109/Vps75, ThioGlo CoA-SH fluorescence, 4 h; Q5AAJ8;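 active = inhibition of at least 50% in every replicate; inconclusive = best replicate reaches 50% inhibition but some replicates fall short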
# Target sequence (Q5AAJ8 whole entry, looked up): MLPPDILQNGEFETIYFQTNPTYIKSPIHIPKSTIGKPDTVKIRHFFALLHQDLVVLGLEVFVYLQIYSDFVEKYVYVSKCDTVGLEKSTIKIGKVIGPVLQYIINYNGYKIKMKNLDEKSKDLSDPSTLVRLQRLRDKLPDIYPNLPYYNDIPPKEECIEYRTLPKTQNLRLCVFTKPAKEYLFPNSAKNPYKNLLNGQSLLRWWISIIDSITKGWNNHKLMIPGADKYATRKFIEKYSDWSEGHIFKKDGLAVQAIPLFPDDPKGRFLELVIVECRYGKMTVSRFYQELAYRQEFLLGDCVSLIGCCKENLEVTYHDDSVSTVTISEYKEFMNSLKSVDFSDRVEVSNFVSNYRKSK
# SR-BI uptake up – SR-BI HDL lipid transfer activation | AID 504775 | actives 0.096% (n = 320,000) | CHO ldlA[mSR-BI] cells, DiI-HDL uptake fluorescence, 3 h; 100 = double the neutral-control signal | activation, % at 12.5 µM;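 active = mean replicate activation of at least 60% and every replicate at or above 60%; inconclusive = mean or all-replicate condition met, but not both; inactive = mean below 60% and not all replicates reaching 60%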;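 note: 0% = median plate neutral-control signal and 100% = twice that signal; values of inactives mirror those of a sister screen read the other way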
#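 system = CHO ldlA[mSR-BI] cells, LDL receptor-null, SR-BI overexpressing | medium = Ham's F12 with 0.5% BSA, HEPES 25 mM, pH 7.4 | probe or stimulus = DiI-HDL 10 µg/mL | compound dosing = single-point compound dose | incubation = compound exposure 3 h, 37 °C | technique = DiI fluorescence, bottom read | read-out = cell-associated DiI fluorescence as measure of HDL uptake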
# HTR5A ag – counter-screen for OPRM1-OPRD1 agonists: human HTR5A agonism | P47898 | HTR5A agonist assay, luminescence, cell-based | activation, % at 9.3 µM | actives 0.61% (n = 340,000) | AID 504692; in the data active = activation mostly above about 9.5%, no sharp cut-off; inactive = mostly below about 7.6%;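 note: 0% = cells with vehicle only and 100% = reference agonist; strong numbers were not always called active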
# MITF TRPM1 HTS – increases MITF-driven TRPM1 promoter luciferase signal; SK-MEL-5 TRPM1-promoter luciferase, 24 h; % of positive control, neutral wells = 0; activation, % at 12.5 µM; actives 0.75% (n = 300,000); AID 588334;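 active = mean activation of at least 80% with every replicate also reaching 80%; inconclusive = mean reaches 80% but some replicate falls short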;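 note: 0% = neutral control wells and 100% = parthenolide positive control wells; values of inactives mirror those of a sister screen read the other way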
# Wnt act – Wnt/beta-catenin pathway activation. Wnt/beta-catenin reporter cell assay, activator, plate reader. activation, % at 9.35 µM. actives 1.2% (n = 300,000); in the data active = activation above about 30%, passing the limit was not always enough; inconclusive = no clear call, values can overlap the other calls;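 note: 0% = neutral control wells and 100% = positive control wells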
# dFosB activator – mouse delta FosB homodimer activation. P13346. purified delta FosB, TAMRA-CDK5 oligo fluorescence polarization; percent of positive-control signal above neutral wells. activation, % at 25 µM. actives 0.99% (n = 340,000);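 active = mean activation above about 17%, with every replicate also reaching it, limit read from the data, passing the limit was not always enough; inconclusive = only one of the two conditions met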;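 note: fluorescence polarization rise as delta FosB binds a TAMRA Cdk5 AP-1 oligo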
# Target sequence (P13346 whole entry, looked up): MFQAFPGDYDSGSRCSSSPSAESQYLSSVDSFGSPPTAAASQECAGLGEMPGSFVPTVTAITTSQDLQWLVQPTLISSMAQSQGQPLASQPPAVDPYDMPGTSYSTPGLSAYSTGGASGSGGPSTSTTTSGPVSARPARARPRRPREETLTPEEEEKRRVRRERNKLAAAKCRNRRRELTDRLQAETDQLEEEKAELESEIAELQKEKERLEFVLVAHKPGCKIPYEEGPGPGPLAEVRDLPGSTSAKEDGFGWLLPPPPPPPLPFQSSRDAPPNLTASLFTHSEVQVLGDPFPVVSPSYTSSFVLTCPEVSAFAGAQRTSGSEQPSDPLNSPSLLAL
# PvdQ acylase – blocks Pseudomonas aeruginosa PvdQ acylase activity | purified PvdQ acylase, fluorescence plate reader | actives 0.063% (n = 340,000) | inhibition, % at 10 µM; in the data active = inhibition above about 30%, passing the limit was not always enough; inconclusive = no clear call, values can overlap the other calls;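 note: 0% = vehicle neutral wells and 100% = reference inhibitor wells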
# cardiac RTF act – increases calcium sensitivity of human cardiac regulated thin filaments; activation, % at 7.2 µM; IANBD-labeled TnC RTF fluorescence at EC20 calcium; 0% EC20 calcium, 100% full calcium; actives 0.24% (n = 340,000); P19429+P45379;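 active = activation above the mean over all tested compounds plus 3 SD, cut at about 30% in these data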;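 note: rise in fluorescence read as greater calcium sensitivity of cardiac thin filaments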
# * marks the source's active call; other numbers are inactive results; ? = inconclusive; / = no result given.
SMILES,CDK5 p35 inh,SR-BI HDL uptake,Rtt109 HAT inh,SR-BI uptake up,HTR5A ag,MITF TRPM1 HTS,Wnt act,dFosB activator,PvdQ acylase,cardiac RTF act
C/C(=N\N1CCN(C2c3ccccc3-c3ccccc32)CC1)c1cccnc1,0.5,11,1,-11,1,/,/,-9,2,-3
C/C(=N\NC(=O)c1c(Cl)c(C)nn1C)c1cccc(NC(=O)COc2ccc(Cl)cc2)c1,-1.1,50,4,-50,5,10,/,3,-10,-1
O=C(COc1ccc(Cl)cc1)Nc1ccc(C(=O)O)cc1NC(=O)COc1ccc(Cl)cc1,1.7,-2,2,2,5,7,-3,-7,-6,-2
CC1CC(C)(C)NC(=S)N1CC(=O)NCc1ccccc1Cl (stereo not given),1.4,-25,-2,25,-7,-7,-1,2,-6,2
Cc1ccc(C)c(N2N=C(C(=O)Nc3nccs3)CCC2=O)c1,0.0,-3,-5,3,-3,2,-1,2,-10,-7
COc1cc(Cl)c(CNC[C@H]2O[C@@H](n3cnc4c(N)ncnc43)[C@H](O)[C@@H]2O)c(Cl)c1O,0.7,-9,12,9,-1,16,1,6,-3,-5
CC(=O)Nc1ccc(S(=O)(=O)N(C)CC(=O)OCC(=O)N(C)C2CCS(=O)(=O)C2)cc1 (stereo not given),-0.1,18,16,-18,3,1,-2,-11,12,-11
CC(C)(CN1CCc2ccccc2C1)NS(=O)(=O)c1ccccc1,-1.1,/,/,/,-1,2,0,-4,6,3
COc1ccc(NC2CCCN(C(=O)c3cccc(N(C)C)c3)C2)cc1 (stereo not given),2.4,-34,3,34,-1,-1,0,2,2,0
Cc1cc(C(=O)N/N=C/c2c(CO)cnc(C)c2O)c2ccccc2n1,-0.8,43,9,-43,3,-8,-3,-3,-5,-8
Cc1ccc(C(C)(C)C)cc1S(=O)(=O)N1CC(=O)Nc2ccccc21,-0.5,/,-1,/,4,-6,18,-18,6,-5
O=C(NC(=S)Nc1cccnc1)c1cccc(Br)c1,0.7,1,-4,-1,-8,16,5,-11,-6,-4
O=C(CCC(=O)Nc1ccccc1Cl)NNC(=O)c1ccccc1[N+](=O)[O-],-3.4,-15,4,15,-8,-2,4,3,-13,2
Cc1[nH]c2ccccc2c1[C@H]1[C@@H](CC#N)C1(C)C,2.7,5,1,-5,2,2,-1,-8,-17,-1
O=C(CN1C(=O)c2ccccc2C1=O)N1CCN(c2nnc(-c3ccccc3)c3ccccc23)CC1,3.6,34,0,-34,-1,/,-1,-11,-18,0
CCCCc1nc(NCCO)c(C#N)c2c1CCCC2,1.4,39,2,-39,3,-10,-16,-9,-8,-5
CCS(=O)(=O)Nc1ccc(C2=NN(S(C)(=O)=O)C(c3cccs3)C2)cc1 (stereo not given),0.9,-18,0,18,-1,10,-3,-3,-10,0
CCN1CCN(c2ccc(S(=O)(=O)N3CCOCC3)cc2NC(=O)c2ccccc2SC)CC1,-2.3,-13,-5,13,4,11,-2,-8,-11,2
CN(C)c1ccc(C(=O)NCc2ccc3c(c2)OCO3)cc1,0.3,4,1,-4,-3,22,-1,-7,-7,6
C=CCN(c1ccc(C(=O)NC(C)C)cc1)S(C)(=O)=O,-0.7,36,1,-36,2,-10,-5,6,-3,-3
CN1CCN(C(=O)Nc2cccc3ccccc23)CC1,1.7,-36,0,36,4,4,1,-5,-9,-5
CC(=O)N1CCN(S(=O)(=O)c2ccc(C)cc2)C1C(C)C (stereo not given),-0.6,-3,/,3,-1,/,/,-5,-16,0
COc1ccc(-n2c(C)c(C(C)=O)c3cc(OC(C)=O)ccc32)cc1,0.3,15,-4,-15,3,/,-2,-2,-2,3
Nc1nc(NC(=O)c2cccc(S(=O)(=O)N3CCCCCC3)c2)nc(-c2ccccc2)n1,-1.9,11,11,-11,2,4,/,7,9,3
Cn1nnnc1SCC(=O)Nc1ccc(Oc2ccc(Cl)cc2)cc1,0.2,12,7,-12,1,7,/,-9,-8,4

# One compound at a time, as listed above:
# O=C(NC(=S)Nc1cccnc1)c1cccc(Br)c1 across the screens: CDK5 p35 inh: 0.7; SR-BI HDL uptake: 1; Rtt109 HAT inh: -4; SR-BI uptake up: -1; HTR5A ag: -8; MITF TRPM1 HTS: 16; Wnt act: 5; dFosB activator: -11; PvdQ acylase: -6; cardiac RTF act: -4
# Cc1[nH]c2ccccc2c1[C@H]1[C@@H](CC#N)C1(C)C across the screens: CDK5 p35 inh: 2.7; SR-BI HDL uptake: 5; Rtt109 HAT inh: 1; SR-BI uptake up: -5; HTR5A ag: 2; MITF TRPM1 HTS: 2; Wnt act: -1; dFosB activator: -8; PvdQ acylase: -17; cardiac RTF act: -1

# Looked up by structure from above:
SMILES,CDK5 p35 inh,SR-BI HDL uptake,Rtt109 HAT inh,SR-BI uptake up,HTR5A ag,MITF TRPM1 HTS,Wnt act,dFosB activator,PvdQ acylase,cardiac RTF act
CCS(=O)(=O)Nc1ccc(C2=NN(S(C)(=O)=O)C(c3cccs3)C2)cc1 (stereo not given),0.9,-18,0,18,-1,10,-3,-3,-10,0
O=C(COc1ccc(Cl)cc1)Nc1ccc(C(=O)O)cc1NC(=O)COc1ccc(Cl)cc1,1.7,-2,2,2,5,7,-3,-7,-6,-2
Cc1ccc(C(C)(C)C)cc1S(=O)(=O)N1CC(=O)Nc2ccccc21,-0.5,/,-1,/,4,-6,18,-18,6,-5

# Carrying on:
SMILES,CDK5 p35 inh,SR-BI HDL uptake,Rtt109 HAT inh,SR-BI uptake up,HTR5A ag,MITF TRPM1 HTS,Wnt act,dFosB activator,PvdQ acylase,cardiac RTF act
COc1cc([N+](=O)[O-])ccc1NC(=O)/C=C\C(=O)O,0.0,-6,2,6,-1,-7,-3,1,7,-6
COc1ccc(N2CCN(C3CCCN(Cc4ccc(F)c(F)c4)C3)CC2)cc1 (stereo not given),1.0,0,1,0,3,-8,-2,-5,-14,4
CCCCNC(=S)Nc1ccc(F)cc1,2.4,1,-7,-1,6,/,-1,6,-1,-1
O=c1c2ccc([N+](=O)[O-])cc2ncn1CCOc1cccc(Br)c1,-1.7,2,-12,-2,1,-9,-2,-3,-16,8
COc1ccc(N(CC(=O)N2CCN(c3ccccc3)CC2)S(=O)(=O)c2c(C)noc2C)cc1,1.6,-2,12,2,1,/,1,-9,-8,-10
Cc1nn(Cc2ccccc2)c(C)c1NC(=O)c1cc(-c2ccco2)on1,-2.0,36,-17,-36,-4,-2,/,-8,-11,0
CN(CC(=O)Nc1ccccc1F)S(=O)(=O)c1ccc2c(c1)n(C)c(=O)c(=O)n2C,1.7,/,-5,/,-3,-3,1,-10,-5,1
COc1ccc(CN2C(=O)c3cccnc3C2O)cc1 (stereo not given),0.0,-13,8,13,1,6,-3,2,-12,-3
CCN(CC)S(=O)(=O)c1ccc(OC)c(NC(=O)C2CC(=O)N(c3ccc4c(c3)OCCO4)C2)c1 (stereo not given),0.1,-17,12,17,0,-6,1,-1,-1,1
Cc1cc(C)nc(SCC(=O)N/N=C/c2ccc3c(c2)OCO3)n1,0.4,-14,-3,14,4,47,9,?,-2,-2
COc1ccc(CCC(=O)N2CCN(C(=O)c3ccccc3)CC2)cc1,-0.2,7,0,-7,-3,6,6,3,-20,0
CC(C)(C)C(=O)Cn1ncc(Cl)c(Cl)c1=O,1.8,-36,/,36,1,-90,-9,-7,5,-1
O=C(CSc1nc(NS(=O)(=O)c2ccccc2)cc(=O)[nH]1)Nc1cccc(C(F)(F)F)c1,-3.1,-11,-12,11,0,5,-1,7,-16,-3
CCN(CC)S(=O)(=O)c1cccc(C(=O)NCC2CCCO2)c1 (stereo not given),-1.3,-1,5,1,-4,6,/,4,1,0
CC(C)(C)OC(=O)NCCCCCNC(=O)c1nc[nH]c1C(=O)NCc1ccc(CNC(=O)OC(C)(C)C)cc1,-3.4,17,-9,-17,7,-31,-3,-1,-16,7
CC(NC(=O)COC(=O)c1ccc(N2CCCC2=O)cc1)c1ccc(F)cc1 (stereo not given),0.0,-6,1,6,8,6,-3,-7,-10,2
O=C(Nc1cccc(-n2cccn2)c1)C1CCCN(Cc2ccc(C#CCCO)cc2)C1 (stereo not given),0.6,13,-4,/,-1,-15,-2,-11,-12,-3
CCCCN(CC)C(=O)Cn1nc(Cc2ccncc2)c2ccccc2c1=O,0.0,-1,2,1,-3,-6,-1,2,-19,-3
Cc1ccc(-c2nn(-c3ccccc3)cc2C2CC(c3cccs3)=NN2C(=O)CCCC(=O)O)cc1 (stereo not given),-4.2,13,3,-13,2,/,/,-13,-17,3

# Rewritten with two lines to a compound: five of the compounds above
# Values run as follows: CDK5 p35 inh	SR-BI HDL uptake	Rtt109 HAT inh	SR-BI uptake up	HTR5A ag	MITF TRPM1 HTS	Wnt act	dFosB activator	PvdQ acylase	cardiac RTF act
O=C(Nc1cccc(-n2cccn2)c1)C1CCCN(Cc2ccc(C#CCCO)cc2)C1 (stereo not given)
  0.6	13	-4	/	-1	-15	-2	-11	-12	-3
CC(C)(C)OC(=O)NCCCCCNC(=O)c1nc[nH]c1C(=O)NCc1ccc(CNC(=O)OC(C)(C)C)cc1
  -3.4	17	-9	-17	7	-31	-3	-1	-16	7
Cc1ccc(-c2nn(-c3ccccc3)cc2C2CC(c3cccs3)=NN2C(=O)CCCC(=O)O)cc1 (stereo not given)
  -4.2	13	3	-13	2	/	/	-13	-17	3
COc1ccc(CCC(=O)N2CCN(C(=O)c3ccccc3)CC2)cc1
  -0.2	7	0	-7	-3	6	6	3	-20	0
CC(NC(=O)COC(=O)c1ccc(N2CCCC2=O)cc1)c1ccc(F)cc1 (stereo not given)
  0.0	-6	1	6	8	6	-3	-7	-10	2
